ALOX12 inh = blocks human arachidonate 12S-lipoxygenase; 580,000 tested, 1.1% active; purified 12hLO, xylenol orange hydroperoxide absorbance; P18054; Potency, µM (doses to about 108 µM), for the others: at the top dose activity change, negative = inhibition, hits mostly inhibitors; active = well fitted inhibition curve with a large enough effect; inconclusive = small, poorly fitted or top-dose-only effect, or another doubt; inactive = no such curve, though single readings can be large or run the other way
Target sequence (P18054 whole entry, looked up): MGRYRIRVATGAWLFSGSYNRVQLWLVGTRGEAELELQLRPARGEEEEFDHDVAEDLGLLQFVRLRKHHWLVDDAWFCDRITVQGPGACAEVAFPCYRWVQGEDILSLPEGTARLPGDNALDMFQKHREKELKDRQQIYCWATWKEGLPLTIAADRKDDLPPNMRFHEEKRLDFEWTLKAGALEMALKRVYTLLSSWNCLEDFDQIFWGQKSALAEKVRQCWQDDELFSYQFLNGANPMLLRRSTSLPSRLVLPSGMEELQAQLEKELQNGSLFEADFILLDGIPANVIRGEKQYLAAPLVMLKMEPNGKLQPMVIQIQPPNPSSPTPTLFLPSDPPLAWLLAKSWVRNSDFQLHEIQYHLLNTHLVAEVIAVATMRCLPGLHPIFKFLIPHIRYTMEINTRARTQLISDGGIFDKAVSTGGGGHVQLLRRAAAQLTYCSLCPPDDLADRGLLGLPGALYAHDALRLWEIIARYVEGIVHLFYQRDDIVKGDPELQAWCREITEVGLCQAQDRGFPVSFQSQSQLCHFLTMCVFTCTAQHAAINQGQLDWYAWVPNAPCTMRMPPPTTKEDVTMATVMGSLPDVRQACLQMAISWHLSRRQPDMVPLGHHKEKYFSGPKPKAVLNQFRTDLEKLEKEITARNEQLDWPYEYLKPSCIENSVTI
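Purified human 12hLO (150 nM final) in 25 mM Hepes, 0.01% Triton X-100, pH 7.0 was preincubated 15 min at room temperature with compound. Then 40 uM arachidonic acid was added, 30 min. Hydroperoxide was read by Fe-XO absorbance ratio 573/405 nm.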
The depositor's hits bear a star; ? = inconclusive; [ ] = another dose, or the depositor's remark. % is scaled to controls: 0 for no effect and ±100 for the full control effect; potency is read from the fitted curve at half-maximal effect.

ALOX12 inh	structure
?	O=C1CC(c2ccccc2)N(C(=O)Nc2ccccc2)CCCCCN1 (stereo not given)
-4%	C=C(C)COc1ccc(C(=O)Nc2ccccc2)cc1
49%[activator]	Cc1ccsc1C(=O)N1CC[C@@H]2COCCN(Cc3cccnc3)[C@@H]2C1
-2%	Cc1ccc(NC(=O)c2ccc3c(c2)N(C)C2CCCCCN2C3=O)cc1 (stereo not given)
34%[activator]	COc1ccc(-c2ccc3c(c2)C(=O)N2CCN(C(=O)CC4(CC(=O)O)CCCC4)C[C@H]2C(=O)N3)cc1
?	CC(=O)Nc1ccc(CNCCSCc2cccs2)cc1
9%	Cc1ccccc1OCc1nc2c3c(ncn2n1)Oc1cc(O)ccc1C3c1ccccc1 (stereo not given)
3%	CCOC(=O)C1(C)CCN1C(=O)c1cccc(OC(F)(F)F)c1 (stereo not given)
39%	COCCN1CCC(N2CCN(C(=O)c3ccc(F)c(F)c3)CC2)C1=O (stereo not given)
90%[activator]	CN1CC(=O)N(C2CNC2)Cc2c1ncnc2N1CCOCC1
-27%	CC(=O)Nc1ccc(S(=O)(=O)N[C@H]2CO[C@H]3[C@@H]2OC[C@H]3OC(=O)Nc2ccc(C(C)=O)cc2)cc1
-8%[176 µM]	O=C(O)c1ccc(CN2Cc3[nH]cnc3C[C@H]2c2nc(-c3ccc(F)cc3)no2)cc1
?	O=C(c1cccnc1)N(Cc1ccccc1)C(c1ccccc1)c1nc2ccccc2[nH]1 (stereo not given)
2%	COc1ccc(Oc2coc3cc(OCC#N)ccc3c2=O)cc1
11%	Cn1nc2n(c1=O)CCN(CC1CCCCC1)CC2
-16%	COc1ccc(C(=O)N[C@@H]2CCC[C@@H]2C(=O)N2CCN(c3ccccc3F)CC2)cc1
-5%[176 µM]	CN(C)c1cccc(-c2cnc(Nc3cccc(N[S+](C)(=O)[O-])c3)c3c2CCO3)c1
16%	Cc1ccc(CNC(=O)C2(c3ccc(NC(=O)C4CC4)cc3)CCCCC2)o1
47%[activator]	CC1(C)CC(Nc2nccc(-c3cnn(-c4ccccc4)c3)n2)CC(C)(C)N1
?	COc1ccc(CN2CCC3(COc4ncccc4[S+](=O)([O-])N3)C2)cc1 (stereo not given)
2%	O=C(c1ccc(Br)cc1)N1CCN(c2ccccn2)CC1
1%	COc1ccc(NC(=O)N[C@H]2CO[C@H]3[C@@H]2OC[C@@H]3n2nnnc2Oc2ccc(-n3cncn3)cc2)cc1
-1%	CCn1c(=O)n(CCC(=O)N(C)CC(=O)Nc2ccccc2Br)c2ccccc21
?	CCCCn1nc(C(=O)NCC(c2ccco2)N2CCCCC2)c2ccccc2c1=O (stereo not given)
?	C#CCOc1ccccc1C(=O)NNc1ccc([N+](=O)[O-])cc1[N+](=O)[O-]

Compounds shown so far that have an NH in an aromatic ring (2):
ALOX12 inh	structure
-8%[176 µM]	O=C(O)c1ccc(CN2Cc3[nH]cnc3C[C@H]2c2nc(-c3ccc(F)cc3)no2)cc1
?	O=C(c1cccnc1)N(Cc1ccccc1)C(c1ccccc1)c1nc2ccccc2[nH]1 (stereo not given)

An excerpt of these results, field by field:
CC(=O)Nc1ccc(CNCCSCc2cccs2)cc1
  ALOX12 inh = ?
Cc1ccccc1OCc1nc2c3c(ncn2n1)Oc1cc(O)ccc1C3c1ccccc1 (stereo not given)
  ALOX12 inh = 9%
CCOC(=O)C1(C)CCN1C(=O)c1cccc(OC(F)(F)F)c1 (stereo not given)
  ALOX12 inh = 3%

Further records follow:
ALOX12 inh	structure
?	CC(C)n1cnnc1CN(C)c1nc(N)nc2nc[nH]c12
11%	O=C(NCCCc1ccccn1)c1ccc2nc(-c3ccc(F)cc3)cn2c1
6%	COc1ccc(Nc2nc(CSc3nnc(-c4ccccc4OC)o3)cs2)cc1
-17%	CC1(C(=O)NS(=O)(=O)c2ccccc2)CCN1C(=O)Cc1cccc2ccccc12 (stereo not given)
-3%	Cc1nc2ccc(Cl)cc2cc1C(=O)NCc1cccnc1-n1cncn1
1%	CC(C)(C)n1cc(-c2cc(C(=O)N3C[C@H]4CC[C@H]3C4)c3ccccc3n2)cn1
-7%	COc1ccc(S(=O)(=O)NC(=O)C2(C)CCN2C(=O)C2CC2)cc1 (stereo not given)
10%	CN1c2cc(C(=O)Nc3ccc(OC(F)(F)F)cc3)ccc2C(=O)N2CCCCCC21 (stereo not given)
?	Cc1nc(NC(=O)C(C)(C)C)sc1-c1nc(N)sc1-n1cc(-c2ccccc2)nn1
-9%	CCn1nccc1C(=O)N1CCCN(S(C)(=O)=O)c2ccccc21
?	N#C/C(=C/c1cccc(O)c1)c1ccc(C(F)(F)F)cn1
-1%	N#CC(Cc1cccnc1)C(=O)Nc1cc(Cl)ccc1Cl (stereo not given)
-28%	CCOC(=O)C(NC(=O)c1cc(C)cc(C)c1)C(=O)OCC
-1%	COc1ccc(N2Cc3c(NCc4cccs4)ncnc3N(C)CC2=O)cc1
14%[176 µM]	COc1cccc(CN(C)Cc2ccc(-c3ccccc3)cc2)c1
4%	COc1ccc(N2CC(c3noc(-c4cc(C)cc(C)c4)n3)CC2=O)cc1 (stereo not given)
3%	CC(C)N1C(=O)C(CC(=O)Nc2cccc(OC(F)(F)F)c2)=C2CCCCC21 (stereo not given)
36%[activator]	COc1cccc(CN2CCCC(NC(=O)c3cn4ccsc4n3)C2)c1 (stereo not given)
?	CC(C)NC(=S)NN=C1CCCCC1
17%	COc1cccc(CC(=O)N2CCCCCCNC(=O)[C@H]3C[C@H](c4nc(C(C)C)no4)C[C@H]32)c1
?	Cc1cccc2c1N(Cc1ccc(OC(C)C)cc1)C(=O)C2=O
-4%	Cc1ccc(CNC(=O)Nc2nnc([C@@H]3C[C@H](O)[C@@H](CO)O3)s2)cc1
18%[176 µM]	CS(=O)(=O)c1ccc(CN2CCOC[C@H]2c2ncc(-c3cccc(Cl)c3)[nH]2)cc1
12%	COCCn1ncc(N2CCC(NC(=O)Cc3ccc(F)cc3)CC2)cc1=O
62%[activator]	CC(=O)N1CCC(C2CCN(Cc3ccc(C#N)cc3)C2)CC1 (stereo not given)
65%[activator][176 µM]	CN(CCc1ccccn1)[C@H]1[C@@H]2OC[C@@H](O2)[C@@H](NC(=O)Nc2ccc(F)cc2)[C@@H]1O
16%	COc1ccc(OCCN(C)C(=O)c2cc(Br)c[nH]2)cc1
0%	CCC(=O)Nc1ccc(SC2CCCC2)cc1
33%[activator]	N#Cc1ccc(S(=O)(=O)NCC(=O)N2CCCCCNC(=O)CC2c2ccccc2)cc1 (stereo not given)
66%[activator][176 µM]	O=C(c1cnn2ncccc12)N1CCOCC1
-29%	CC(NC(=O)c1cncc(Br)c1)C1CC2CCC1C2 (stereo not given)
-1%	CC(C)c1c(C(=O)NCCN2CCOCC2)cnn1-c1nccc(-c2cccs2)n1
-11%	O=C(NCc1ccc2c(c1)OCO2)c1nn(-c2ccc(Cl)cc2)nc1CO
?	COc1ccc(COc2ccc3c(C)c(CC(=O)O)c(=O)oc3c2)cc1
-3%[176 µM]	COc1ccc2c(c1)nc1n2[C@@H](CN(Cc2nccs2)Cc2nccs2)COC1
50%[activator]	CCOc1ccc(-c2nonc2NC(=O)c2oc3ccccc3c2C)cc1OCC
18%	CC(C)CC(NC(=O)C(c1ccccc1)c1ccccc1)c1ccccc1 (stereo not given)
-16%	COc1ccccc1CC(=O)N1CCCc2ncc(C(=O)NC(c3ccccc3)c3ccccc3)cc21
82%[activator]	O=C1CCN(Cc2ccccc2)CCCC(c2nc(-c3cnccn3)no2)CCN1 (stereo not given)
-26%	CONC(=O)COc1ccc(C)cc1C
74%[activator][176 µM]	CC(C)NC[C@H]1O[C@@H](CO)[C@@H](O)[C@H]1N(C)CCN(C)C
-11%	Cc1ccccc1OCC(=O)NCc1ccc(Cn2cccn2)cc1
10%	CCC(C)(C)C(=O)N1CCC(N2CC3CC(C2)[C@H]2CCCC(=O)N2C3)CC1 (stereo not given in full)
5%	COCCn1c(=O)n([C@H]2CCCN(C(=O)c3cc4ccccc4[nH]3)C2)c2ncccc21
-4%	O=C(CSc1ncc(-c2ccc(F)cc2)o1)Nc1cccc(F)c1
26%	O=C(CC1CCCC1)N1CCOc2ccc(CN3CCCCC3)cc2C1
76%[activator]	CCN1CC(c2nc(-c3ccc(-n4nc(C)cc4N)cc3)no2)CCC1=O (stereo not given)
-4%	N#Cc1ccccc1S(=O)(=O)NC1CCSc2c(F)cccc21 (stereo not given)
?	CN(C)C(=O)/C=C/c1ccc(-c2ccccc2F)o1
?	O=C(CC1CC2CCC1C2)Nc1ccc(Br)cc1Cl (stereo not given)

Structural class, those above with a tert-butyl group
ALOX12 inh	structure
1%	CC(C)(C)n1cc(-c2cc(C(=O)N3C[C@H]4CC[C@H]3C4)c3ccccc3n2)cn1
?	Cc1nc(NC(=O)C(C)(C)C)sc1-c1nc(N)sc1-n1cc(-c2ccccc2)nn1

(list continues)
ALOX12 inh	structure
44%[activator]	COC1CCOC2(CCN(C(=O)Cc3cccc(F)c3)CC2)C1 (stereo not given)
8%	O=C(Cc1c[nH]c2ccccc12)NC1(c2ccccc2)CCC1
67%[activator]	O=C(CN1C(=O)COc2ccc(C(=O)COc3ccccc3Cl)cc21)NCC1CCCO1 (stereo not given)
5%[176 µM]	O=C1NC2(CCN(C(=O)C3CCCC3)CC2)COc2ccccc21
-31%	O=C(CSc1ccccn1)c1ccc2c(c1)OCCO2
60%[activator]	Cc1cccn2c(CC(=O)N3CCn4nc(CO)cc4C3)cnc12
71%[activator]	O=C1CCN(Cc2ccncc2)CCCC(C(=O)NC2CCN(Cc3ccccc3)CC2)CCN1 (stereo not given)
-18%	COC(=O)c1ccc(NC(=O)CCCc2cccs2)cc1
59%[activator]	COc1ccc(CN2CCC([C@@H]3CNC[C@H]3CO)CC2)c(OC)c1
?	CCN(CCO)C(=S)Nc1cccc(C)c1
3%	O=C(NCc1ccccc1)N1CC(Oc2ccc(-c3nc(-c4ccccc4)no3)cc2)C1
?	COc1ccc(NS(=O)(=O)c2cccc(C(=O)N3c4ccccc4CC3C)c2)cc1 (stereo not given)
-42%	COC(=O)CCCNC(=O)CN(C)Cc1ccsc1
3%	COCCNC(=O)c1cccc2c(=O)c(C)c(-c3ccccc3)oc12
13%	CCCCCn1nc(C(=O)Nc2nc(-c3ccc(OC)cc3)c(C)s2)c2ccccc2c1=O
20%	CN1CCN(C(=O)CC[C@H]2CNC(=O)[C@@H]3[C@@H](CCN3Cc3ccc(C(=O)O)cc3)N2C)CC1
6%	C[C@@H]1CN(C(=O)c2cc(C(F)(F)F)[nH]n2)C[C@@]1(O)C1CCC1
-2%	COc1ccccc1Cc1nc(C2CC(=O)N(c3ccc(F)c(Cl)c3)C2)no1 (stereo not given)
-27%	CCOC(=O)C1=CCN(S(=O)(=O)c2ccccc2Br)C1c1cccc(F)c1 (stereo not given)
23%	Cc1noc(-c2cc3cc(Br)ccc3o2)n1
?	Fc1ccc(-c2ccc3ncc(Nc4ccccn4)n3n2)cc1
-2%	COc1ccc2c(C)c(C(=O)N3CC(Oc4c(C)cccc4C)C3)oc2c1
?	C[C@H](CO)N1C[C@H](C)[C@H](CN(C)C(=O)Nc2ccc(F)cc2)Oc2ncc(Br)cc2C1=O
39%[176 µM]	COC(=O)CNC(=O)C1CN(c2cccc(OC)c2)C(=O)N1 (stereo not given)
1%	Cc1ccc(CNC(=O)c2ccc(Nc3cc(-c4ccc(F)cc4)ncn3)cc2)o1
4%	CN(Cc1ccccc1)Cc1cn([C@H]2CO[C@H]3[C@@H]2OC[C@@H]3NC(=O)c2ccc(C(F)(F)F)cc2)nn1
?	CCCCCCN1C[C@H](n2cc(-c3ccc(F)cc3)nn2)[C@@H](O)C[C@@H]1c1ccc(OC)cc1
-23%	CC(=O)N(CCc1ccccc1)c1ccc2c(c1)C1CC2CCN1C(=O)OCc1ccccc1 (stereo not given)
6%	CCN1CC(c2ccccc2)CC2(CCN(CC(=O)N(C)CC)CC2)C1 (stereo not given)
5%	CCOc1ccc(NC(=O)C2CCN(c3cnn(Cc4ccccc4)c(=O)c3)C2)cc1 (stereo not given)
9%	COC(=O)C1=C(N)Oc2cc(C)n(C)c(=O)c2C1c1cccc(OC)c1 (stereo not given)
-2%	O=C(c1ccc(Cl)cc1)N1CCC2(CC1)Cc1ccccc1NC2=O
?	N#Cc1nc(-c2ccc(S(=O)(=O)N3CCCCC3)cc2)oc1NCc1ccc2c(c1)OCO2
15%	CCCn1c(C)cc(C(=O)CSc2nnc(-c3ccncc3)n2-c2ccccc2)c1C
?	COc1ccc(CN2CCc3oc(C)c(C(=O)N4CCN(C(C)=O)CC4)c3C2)cc1
?	CC1=C(C(=O)N(C)C)CC(CC(=O)NCc2cccs2)C(=O)N1Cc1ccc(F)cc1 (stereo not given)
17%	O=C([C@@H]1C[C@H](Oc2ccccc2)CN1C(=O)c1ccco1)N1CCCC1
3.2µM*	NC(=S)c1ccc(S(N)(=O)=O)cc1
11%	CCCCn1c(N2CCN(CC(N)=O)CC2)nc2c1c(=O)[nH]c(=O)n2C
-2%	CCN(CC)CCC12CC(C)OC1=Nc1ccccc1NC2=O (stereo not given)
?	O=C(NCc1ccc2c(c1)OCO2)C1CC(c2ccccc2)CN(C(=O)c2ccccc2F)C1 (stereo not given)
6%	Cn1cnc2c1c(=O)n(CCCSc1nnc(-c3ccccc3)o1)c(=O)n2C
1%	CC(=O)c1cnn(-c2cc(Oc3ccc(C#N)cc3)nc(C)n2)c1C

Copied from the list:
Result of `COC(=O)C1=C(N)Oc2cc(C)n(C)c(=O)c2C1c1cccc(OC)c1` (stereo not given) in ALOX12 inh: 9%
Result of `O=C([C@@H]1C[C@H](Oc2ccccc2)CN1C(=O)c1ccco1)N1CCCC1` in ALOX12 inh: 17%
Result of `CC(=O)N(CCc1ccccc1)c1ccc2c(c1)C1CC2CCN1C(=O)OCc1ccccc1` (stereo not given) in ALOX12 inh: -23%

Assay outcomes: PubChem BioAssay, National Center for Advancing Translational Sciences (NCATS)

These rows are one share of the data (hit frequency here may not be typical).
